FBW7 act – human FBW7 E3 ligase activation, primary screen; normalized activity (activation), % at 26.1 µM; 650,000 tested, 0.13% active; Q969H0; AID 1259310; AlphaScreen FBW7–phospho-cyclin E peptide binding, activator screen; in the data active = normalized activity above about 1.9%;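 also: purified mutant Fbw7 with reduced substrate affinity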
Target sequence (Q969H0 whole entry, looked up): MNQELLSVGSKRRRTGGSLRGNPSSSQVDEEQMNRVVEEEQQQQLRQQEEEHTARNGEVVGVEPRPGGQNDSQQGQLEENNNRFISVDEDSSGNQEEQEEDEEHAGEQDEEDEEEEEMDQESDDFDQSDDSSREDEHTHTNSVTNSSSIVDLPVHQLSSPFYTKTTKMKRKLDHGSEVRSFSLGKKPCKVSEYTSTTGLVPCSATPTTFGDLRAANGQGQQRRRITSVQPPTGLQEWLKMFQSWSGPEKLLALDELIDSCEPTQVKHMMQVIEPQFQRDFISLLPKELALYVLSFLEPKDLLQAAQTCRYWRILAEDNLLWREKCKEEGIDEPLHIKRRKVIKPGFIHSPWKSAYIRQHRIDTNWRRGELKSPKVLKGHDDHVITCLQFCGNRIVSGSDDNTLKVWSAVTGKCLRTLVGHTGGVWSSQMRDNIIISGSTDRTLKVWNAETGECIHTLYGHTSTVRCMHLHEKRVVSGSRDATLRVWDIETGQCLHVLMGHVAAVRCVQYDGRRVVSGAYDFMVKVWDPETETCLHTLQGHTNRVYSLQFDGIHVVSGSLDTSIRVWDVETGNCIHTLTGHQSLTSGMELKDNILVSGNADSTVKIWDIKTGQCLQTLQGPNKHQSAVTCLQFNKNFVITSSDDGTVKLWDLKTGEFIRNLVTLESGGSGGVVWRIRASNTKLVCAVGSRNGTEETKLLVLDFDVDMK
GPR151 activ – human GPR151 activation | Q8TDV0 | PathHunter beta-arrestin GPR151 cells, luminescence | activation, % at 11.2 µM | 650,000 tested, 1% active; in the data active = activation above about 4.9%;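 also: 0% = median of compound wells and 100% = cells with positive control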
Target sequence (Q8TDV0 whole entry, looked up): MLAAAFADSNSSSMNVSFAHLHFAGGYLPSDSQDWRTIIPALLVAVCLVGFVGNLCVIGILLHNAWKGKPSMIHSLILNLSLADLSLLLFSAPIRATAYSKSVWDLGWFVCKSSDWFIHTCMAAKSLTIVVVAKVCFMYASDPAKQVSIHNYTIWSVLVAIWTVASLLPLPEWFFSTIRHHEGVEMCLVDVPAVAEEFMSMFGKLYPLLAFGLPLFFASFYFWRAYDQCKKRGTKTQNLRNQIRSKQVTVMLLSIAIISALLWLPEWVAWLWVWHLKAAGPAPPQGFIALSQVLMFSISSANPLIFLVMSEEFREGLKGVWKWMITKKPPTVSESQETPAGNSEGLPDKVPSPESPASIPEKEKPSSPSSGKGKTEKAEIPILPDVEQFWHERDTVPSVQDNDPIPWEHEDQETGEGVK
MITF inh – inhibitors of human MITF; O75030; AlphaScreen MITF homodimerization, bead proximity signal; inhibition, % at 2.6 µM; 650,000 tested, 0.91% active; AID 1259374; in the data active = inhibition above about 50%;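 also: 0% = vehicle wells with protein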
TEAD-YAP inh – TEAD-YAP interaction inhibition | HEK-TIYL cells, TEAD-Gal4/YAP UAS-luciferase luminescence | inhibition, % at 9.12 µM | 640,000 tested, 1.4% active; in the data active = inhibition above about 32%;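 also: 0% = median of test compound wells and 100% = reference inhibitor wells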
* = called active by the depositor; nt = not tested or not shown. An unsorted share of the library; overall some 3.4% were active at least once.

SMILES	FBW7 act	GPR151 activ	MITF inh	TEAD-YAP inh
COc1cc2nc(NCCN3CCOCC3)nc(NCCCN3CCCC3=O)c2cc1OC	0.1	-1.3	-1	17
CC(=O)N[C@@H](CSC/C=C(\C)CC/C=C(\C)CCC=C(C)C)C(=O)O	nt	0.6	-9	nt
CCCOCc1c[nH]c(=O)[nH]c1=O	0.2	-0.8	-8	-5
FC(F)(F)c1cccc(CNc2nc(Nc3ccccn3)nc3nc[nH]c23)c1	0.3	0.2	13	18
CCn1c(=O)c2cc(S(N)(=O)=O)ccc2n(CC)c1=O	-0.4	-1.0	-11	-2
CCCN1C(=O)/C(=C/c2ccc(OCC(=O)OCC)c(OC)c2)NC1=S	-0.1	0.5	11	-2
COc1cccc(NC(=O)Nc2ccc(Cl)cc2)c1	0.0	0.8	-3	-43
Cc1ccc(S(=O)(=O)CCC(=O)N2CC(=O)N(CCc3ccccc3)C(=O)C2)cc1	-0.1	1.2	3	4
Cc1c(C(=O)Nc2ccc(F)cc2)cccc1[N+](=O)[O-]	0.0	0.2	-12	-6
COc1ccc(C(=O)C2CCN(S(=O)(=O)c3cccc(Cl)c3)CC2)cc1	1.1	0.3	16	-5
CCOC(=O)c1cc2sccc2n1CC(=O)N1CCCCCC1	0.1	-1.8	7	3
Cc1cccc(NC(=O)/C(C#N)=C\c2cccnc2)c1	0.1	-1.4	-2	6
CCOc1ccc(/C=C/C(=O)NCCc2ccc(OC)c(OC)c2)cc1	0.1	0.7	7	3
COCc1cc(C)nc(SCC(=O)Nc2nc3ccccc3s2)c1C#N	0.3	0.1	4	-12
Cc1cccc(NC(=O)c2ccccc2NC(=O)c2ccccc2F)c1	0.0	3.2	-6	-4
O=C(c1cccc(F)c1)N1CCN(c2nc(N3CCOCC3)nc(-n3ccnc3)n2)CC1	-0.1	-1.2	-9	-5
COc1cc(/C=C2\C(=O)NC(=S)N(c3ccc(C)cc3)C2=O)ccc1O	0.0	-0.6	-6	0
COC(=O)C1=C(C(C)=O)C(c2ccc(OC)c(OC)c2)n2nnnc2N1 (stereo unspecified)	0.1	-0.6	20	5
CCOc1ccccc1N1CCN(S(=O)(=O)c2ccccc2[N+](=O)[O-])CC1	-0.1	5.7*	-4	0
CCCCNC(=O)CCC1=NS(=O)(=O)c2ccccc2N1	-0.1	-0.3	7	8
O=C(Nc1nnc(CSCc2ccccc2F)s1)Nc1ccccc1F	0.1	0.1	5	-5
COCCCNC(=O)c1c[nH]c2ccc(S(=O)(=O)N(C)c3ccccc3C)cc2c1=O	-0.1	0.3	-18	1
CCc1ccc(-c2csc(-c3cc4cc(Br)cc(Br)c4oc3=O)n2)cc1	-0.3	1.5	-7	-5
CC(Oc1ccc(Cl)cc1Cl)C(=O)NNC(=O)c1ccco1 (stereo unspecified)	0.9	-0.4	25	1
Cc1ccccc1-c1nnn(CC(=O)Nc2ccc(OC(F)(F)F)cc2)n1	-0.1	-0.4	2	2
O=C(NCC1CCCN(Cc2ccc(CO)o2)C1)c1ccc(-c2ccccc2)cc1 (stereo unspecified)	-0.1	16*	10	-6
Nc1nn(S(=O)(=O)c2ccccc2)cc1-c1ccc(Cl)cc1	0.0	-0.3	1	9
O=S(=O)(c1ccccc1)N1CCN(Cc2ccc3c(c2)OCO3)CC1	-0.1	1.2	8	-1
CCCCN=Cc1c(O)n(Cc2ccccc2)c(=O)[nH]c1=O	0.1	-0.3	14	6
C=CCCC(=O)N1CCC2(CC1)c1ccccc1[C@@H](NC(=O)c1ccccc1OC)[C@@H]2OC	0.6	0.2	-12	-18
CCCC1(O)C(C)C(c2ccccc2)NC(c2ccccc2)C1C (stereo unspecified)	0.1	-0.8	20	7
COc1cccc(CN2C(=O)CCC2CCNCc2cccc(C(F)(F)F)c2)c1 (stereo unspecified)	0.2	-1.2	5	-16
CC(CCc1ccccc1)NC(=O)CN1C(=O)C(=O)N(C2CCCC2)C1=O (stereo unspecified)	0.1	2.5	11	7
CCOc1ncnc2c1sc1nc3c(cc12)COC(C)(C)C3	0.1	-0.1	11	-18
Cc1cc(C(=O)NNC(=O)C(C)N=C2NS(=O)(=O)c3ccccc32)c(C)o1 (stereo unspecified)	0.2	1.2	-3	0
O=C1c2ccccc2C(=O)N1CCSc1nnc2sc3ccccc3n12	0.0	3.9	4	0
CCOC(=O)C1(Cc2ccc(Cl)cc2)CCN(CCC(C)O)CC1 (stereo unspecified)	0.4	5.0*	15	6
N#Cc1c(Cl)nc(Cl)c(Cl)c1N(CC1CC=CCC1)CC1CCCO1 (stereo unspecified)	0.5	0.9	10	18
O=C(Nc1cccc(O)c1)c1cc2nc(-c3ccco3)cc(C(F)(F)F)n2n1	-0.1	-0.4	3	-1
Cc1c(C(=O)NNC(=O)c2cccc(S(=O)(=O)N3CCOCC3)c2)cccc1[N+](=O)[O-]	0.0	-0.5	-12	-6

13 compounds out of the list, sorted by formula weight, rising:
SMILES	FBW7 act	GPR151 activ	MITF inh	TEAD-YAP inh
CCOc1ncnc2c1sc1nc3c(cc12)COC(C)(C)C3	0.1	-0.1	11	-18
CCCC1(O)C(C)C(c2ccccc2)NC(c2ccccc2)C1C (stereo unspecified)	0.1	-0.8	20	7
Nc1nn(S(=O)(=O)c2ccccc2)cc1-c1ccc(Cl)cc1	0.0	-0.3	1	9
CC(Oc1ccc(Cl)cc1Cl)C(=O)NNC(=O)c1ccco1 (stereo unspecified)	0.9	-0.4	25	1
O=C1c2ccccc2C(=O)N1CCSc1nnc2sc3ccccc3n12	0.0	3.9	4	0
O=C(Nc1cccc(O)c1)c1cc2nc(-c3ccco3)cc(C(F)(F)F)n2n1	-0.1	-0.4	3	-1
Cc1cc(C(=O)NNC(=O)C(C)N=C2NS(=O)(=O)c3ccccc32)c(C)o1 (stereo unspecified)	0.2	1.2	-3	0
O=C(Nc1nnc(CSCc2ccccc2F)s1)Nc1ccccc1F	0.1	0.1	5	-5
N#Cc1c(Cl)nc(Cl)c(Cl)c1N(CC1CC=CCC1)CC1CCCO1 (stereo unspecified)	0.5	0.9	10	18
O=C(NCC1CCCN(Cc2ccc(CO)o2)C1)c1ccc(-c2ccccc2)cc1 (stereo unspecified)	-0.1	16*	10	-6
COCCCNC(=O)c1c[nH]c2ccc(S(=O)(=O)N(C)c3ccccc3C)cc2c1=O	-0.1	0.3	-18	1
Cc1c(C(=O)NNC(=O)c2cccc(S(=O)(=O)N3CCOCC3)c2)cccc1[N+](=O)[O-]	0.0	-0.5	-12	-6
CCc1ccc(-c2csc(-c3cc4cc(Br)cc(Br)c4oc3=O)n2)cc1	-0.3	1.5	-7	-5

Going on with the list.
SMILES	FBW7 act	GPR151 activ	MITF inh	TEAD-YAP inh
Cc1cc2nc3nc(N)sc3nc2cc1C	-0.1	-0.8	-3	6
CN(C)C(=O)CN1C(=O)NC(C)(c2ccc(Cl)cc2Cl)C1=O (stereo unspecified)	0.0	0.8	4	4
Cc1ccccc1C(=O)NNC(=O)OC(C)(C)C	0.4	-0.1	14	3
CCOC(=O)CSc1nc2sc(C(=O)OCC)c(C)c2c(=O)n1CC1CCCO1 (stereo unspecified)	0.6	-0.2	13	-2
CCC1(CC)Nc2ccccc2C(=O)N1c1ccc(OC)cc1	0.0	-4.9	6	2
CCc1ccc2oc(-c3ccc(NC(=O)c4ncn[nH]4)cc3)nc2c1	-0.8	-1.2	-7	-35
COc1ccc(NC(=O)c2c(F)cccc2Cl)cc1S(=O)(=O)N1CCOCC1	-0.1	0.2	-12	3
COc1ccccc1NC(=O)CSc1nnc2c3ccccc3n(C)c2n1	0.4	0.1	14	10
OCCC1CN(CC2=Cc3cc(Cl)ccc3OC2)CCN1Cc1ccsc1 (stereo unspecified)	-0.2	-0.9	-10	-4
COc1ccc(-n2c(SCC(C)=O)nc3sc(C)c(C)c3c2=O)cc1	0.0	0.1	3	1
O=C(Nc1ccc2[nH]ncc2c1)c1ccc(NCCc2ccccc2)nc1	0.2	-0.3	21	-4
O=C1NC(=Nc2cccc(C(=O)O)c2)S/C1=C/c1ccc2c(c1)OCO2	-0.2	2.7	-24	-5
CC(=O)c1ccccc1OCC(=O)c1ccc(C)c(C)c1	0.8	-1.9	5	-19
CCOC(=O)c1c(NC(=S)N2CCOCC2)sc(C)c1C	0.1	1.3	-1	4
CC(/C=C1\N=C(c2ccccc2F)OC1=O)=C\c1ccccc1	0.3	-0.1	20	2
CCOC(=O)Cc1nn[nH]n1	0.0	0.3	10	3
COc1ccc(-c2coc3cc(O)cc(O)c3c2=O)cc1OC	0.2	-0.8	16	-8
COc1ccc(S(=O)(=O)NC(N)=NCCc2c[nH]c3ccccc23)cc1C	0.0	0.7	2	-10
Cc1c(Cl)cccc1NC(=O)/C(=C\c1ccc([N+](=O)[O-])cc1)NC(=O)c1ccccc1Br	0.0	0.3	-6	6
Cc1ccc2nc(-c3ccccn3)cc(C(=O)Nc3ccc([N+](=O)[O-])cn3)c2c1	-0.2	15*	-2	3
Cc1ccc(-c2nc3ccccc3o2)cc1NC(=O)c1cccc(Cl)c1	0.2	-1.0	8	-3
C=CCNc1nc(C2(C)CC3(CC(COCC(C)C)OC3=O)C(=O)O2)cs1 (stereo unspecified)	0.0	0.7	5	7
O=C(Cc1cccc2ccccc12)NCC1CCCO1 (stereo unspecified)	-0.2	0.0	4	-2
O=C(N/N=C/c1ccc(Cl)c([N+](=O)[O-])c1)c1cc2ccccc2o1	0.1	0.7	-6	5
C/C(=C\c1cccnc1)C(=O)c1c(C)cc(C)[nH]c1=O	-0.1	-1.7	-5	-7
CCc1cccc2c(C(=O)COC(=O)CNS(=O)(=O)c3c(F)cccc3F)c[nH]c12	0.0	1.1	5	-5
O=C1C2CCCCC2C(=O)N1c1ccc2nc(SCc3c(Cl)cccc3Cl)sc2c1 (stereo unspecified)	0.1	-0.6	-12	-1
CCOC(=O)c1[nH]c(C)c(C(=O)NCCCN(C)Cc2ccccc2)c1C	0.0	0.4	3	5
COc1ccc(NC(=O)c2ccc3c(c2)C(=O)N(c2ccc(C)cc2)C3=O)c([N+](=O)[O-])c1	-0.1	-1.4	-8	2
Cc1cc2[nH]c(=O)c(=O)[nH]c2cc1S(=O)(=O)NC1CCCCCC1	0.0	1.8	-2	1
CC(=O)NC1C(Sc2ccccc2)OC(CO)C(O)C1O (stereo unspecified)	0.0	-1.6	7	-2
CCN(CC)c1ccc(/C=C2/SC(N3CCCC3)=NC2=O)cc1	0.1	0.0	13	-34
CC(C)(C)c1ccc(-c2cc3nc(C(C)(C)C)cc(C(F)(F)F)n3n2)cc1	0.7	-0.5	15	-5
Cc1cc(NC(=O)CSc2nc3ccsc3c(=O)n2CCCCC(=O)O)no1	0.0	0.8	-1	-1
CCCOC(=O)c1ccc(NC(=S)NC(=O)CC)cc1	0.0	0.3	-1	2
COc1ccc(C2=NOC(C(=O)NC3CCCC3)C2)cc1 (stereo unspecified)	0.0	0.2	6	-30
COc1cc(/C=C(\NC(=O)c2ccccc2)C(=O)Nc2cc(Cl)cc(Cl)c2)cc(OC)c1OC	0.5	-1.7	-3	11
Cc1ccc(N2C(=O)c3ccc(C(=O)N4CCC(C)CC4)cc3C2=O)cc1C	0.0	1.2	-10	0
CCOc1cccc(OCCCCNCCN)c1	-0.2	-0.5	4	3
Cn1cc(C(=O)O)c(=O)c2ccccc21	-0.1	0.0	11	4
CCc1cc(=O)oc2cc(OS(C)(=O)=O)ccc12	0.2	0.0	23	3
Cc1ccc(Nc2nc3nonc3nc2NC2C3CC4CC(C3)CC2C4)cc1 (stereo unspecified)	0.0	1.5	8	1
CC(=O)c1ccc(NC(=O)N2CCN(C(=O)c3ccco3)CC2)cc1	1.2	0.0	17	-3
Cc1ccc(-c2cc3c(=O)n(Cc4nc(-c5ccc(C)cc5)oc4C)ccn3n2)cc1	0.0	-0.9	-7	-3
O=C(COC(=O)c1ccc2c(c1)C(=O)N(c1cccc(Cl)c1Cl)C2=O)c1ccc([N+](=O)[O-])cc1	-0.1	1.4	-8	0
OCC1OC(Nc2ccccc2)C(O)C(O)C1O (stereo unspecified)	-0.1	0.8	-1	4
Cc1cc(Cl)ccc1S(=O)(=O)Nc1ccccn1	-0.2	-0.6	-44	4
CN(C(=O)C1CC1)c1nnc(-c2ccc(F)cc2)s1	-0.1	0.8	0	-60
Cc1ccc(CNC(=O)CN(c2ccccc2)S(C)(=O)=O)cc1	-0.1	1.8	-23	-2
CCCOc1ccc(C(F)(F)F)cc1NC(=O)Cn1cnc2c1c(=O)n(C)c(=O)n2C	-0.1	-1.0	3	3
Cc1ccc(-c2nnc(Nc3cccc(Br)c3)c3ccccc23)cc1S(=O)(=O)N1CCN(C)CC1	0.0	1.1	-1	-3
Oc1ccc2ccccc2c1C=NCC1CCCO1 (stereo unspecified)	-0.1	-0.5	-11	-1
O=C1c2ccccc2C(=O)N1CCSc1nnc(-c2ccc3c(c2)OCO3)n1-c1ccccc1	0.2	0.1	1	3
Cc1ccccc1N1C(=O)c2cccnc2C1O (stereo unspecified)	0.0	0.5	8	7
c1ccc(OCCNc2ccnc(Nc3ccc4ncccc4c3)n2)cc1	-0.1	3.4	-8	-6
CN1C(C(=O)N2CCC(C(N)=O)CC2)CC(c2ccco2)NS1(=O)=O (stereo unspecified)	0.0	-0.3	-11	-6
C=C(C)c1cccc(C(C)(C)NC(=O)Nc2ccc(NC(C)=O)cc2)c1	0.1	0.0	6	-2
CCN1CCC(N(Cc2ccco2)C(=O)NC2CCCC2)CC1	-0.1	5.0*	-6	-1
COc1ccc(C(=O)CC2(O)C(=O)Nc3ccc(Br)cc32)cc1 (stereo unspecified)	-0.2	-1.0	-1	-2
COCCCNc1nc2nonc2nc1N1CCN2CCCC2C1 (stereo unspecified)	0.0	-0.5	-8	1
CC(=O)c1c(C)[nH]c(C(=O)Nc2ccc(S(=O)(=O)NC3=NCCCCC3)cc2)c1C	-0.1	-1.0	-9	8
